Compound activity: PubChem BioAssay, National Center for Advancing Translational Sciences (NCATS)
LmPK inh = inhibitors of Leishmania mexicana pyruvate kinase; Q27686; purified LmPK, Kinase-Glo ATP luminescence, 1 h; Potency, µM (series often up to 57.5 µM), for the others: at the top dose activity change, negative = inhibition, hits mostly inhibitors; 0.37% of 290,000 active; AID 1721; further: potency means the concentration at half of the fitted maximal effect; on the % scale 0 is the no-effect control and ±100 the full control effect
Target sequence (Q27686 whole entry, looked up): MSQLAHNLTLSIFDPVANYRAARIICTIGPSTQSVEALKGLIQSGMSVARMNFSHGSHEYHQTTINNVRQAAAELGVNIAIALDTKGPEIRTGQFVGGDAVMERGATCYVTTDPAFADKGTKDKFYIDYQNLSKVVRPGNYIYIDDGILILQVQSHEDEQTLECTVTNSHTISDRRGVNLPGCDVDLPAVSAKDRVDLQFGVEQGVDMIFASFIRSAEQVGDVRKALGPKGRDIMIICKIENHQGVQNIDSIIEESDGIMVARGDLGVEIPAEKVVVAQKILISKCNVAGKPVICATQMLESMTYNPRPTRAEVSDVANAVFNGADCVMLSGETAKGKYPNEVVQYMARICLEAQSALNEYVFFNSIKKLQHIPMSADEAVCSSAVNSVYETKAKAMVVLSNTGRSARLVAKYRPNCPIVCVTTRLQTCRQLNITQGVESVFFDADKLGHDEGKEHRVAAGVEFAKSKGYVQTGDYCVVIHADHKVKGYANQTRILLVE
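Screened at intermediate enzyme activity to detect both inhibitors and activators: LmPK at 0.1 nM, with a 0.5 nM enzyme column as activation reference. PEP 0.5 mM, ADP 0.1 mM; ATP detected by luminescence after 1 h.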
Pf growth 96h = inhibits malaria parasite growth, 96 h. P. falciparum luciferase reporter growth, 96 h. Potency, µM (doses to about 28.7 µM), inactives show top-dose activity change, negative = inhibition, actives largely listed as inhibitors. 6.9% of 320,000 active. AID 504834; further: potency means the concentration at half of the fitted maximal effect; on the % scale 0 is the no-effect control and ±100 the full control effect
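Two-generation exposure (96 h) targets delayed-death phenotype. Reporter parasites carrying integrated firefly luciferase, in red cells at 2% hematocrit and 0.05% parasitemia final, kept at 37 C, 5% CO2; luminescence loss indicates inhibition.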
Shiga toxin inh = inhibitors of Shiga toxin in Vero cells | Vero cells, Shiga toxin protein synthesis inhibition reporter | inhibition, % at 38.7 µM | 9.2% of 290,000 active; in the data active means inhibition mostly above about 28%, no sharp cut-off; inactive means mostly below about 43%; further: 0% is about no effect
Cycloheximide cs = counter-screen for Shiga toxin inhibitors: cycloheximide protein synthesis inhibition. 12% of 300,000 active. AID 2314. cell reporter, cycloheximide protein synthesis inhibition counterscreen. max response, %; in the data active means max response mostly above about 13%, no sharp cut-off; inactive means mostly below about 14%; further: read at 38.3 µM for the half of the compounds with a filed dose; 0% is about no effect
AMA1 RON2 block = AMA1-RON2 (P. falciparum) interaction inhibition; AlphaScreen AMA1-biotinylated RON2 peptide binding; Potency, µM (doses to about 58.2 µM), for the others: at the top dose activity change, negative = inhibition, usual class: inhibitors; 0.2% of 360,000 active;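 further: potency means the concentration at half of the fitted maximal effect; 0% = vehicle wells and -100% = peptide control; nearly all actives have a fitted effect of over 45% in size; some results filed as inactive show a strong effect at the top dose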
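AMA1 (3D7) with his tag at 25 nM final met compounds first, then biotinylated RON2 peptide at 25 nM; detection used donor plus acceptor beads, 10 µg/mL apiece, read by AlphaScreen after 30 min at room temperature.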
Tb PYK inh = T. brucei pyruvate kinase inhibition; Q57TT1; TbPYK enzyme, Kinase-Glo Plus ATP luminescence, 45 min; Potency, µM (titrated, usually from 76.8 µM), for inactives: at the top dose activity, negative = inhibition, actives largely listed as inhibitors; 0.12% of 410,000 active; further: potency means the concentration at half of the fitted maximal effect; on the % scale 0 is the no-effect control and ±100 the full control effect; nearly all actives have a fitted effect of over 50% in size
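Luminescence from Kinase-Glo Plus, added after a 45-minute room-temperature reaction, served as the end-point read-out. The enzyme and substrate were preincubated with compound before ADP (130 uM final) initiated turnover. Concentration-effect curves came from normalized qHTS data.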
Pf growth 48h = P. falciparum growth inhibition at 48 hours (one generation); P. falciparum luciferase growth in erythrocytes, 48 h; Potency, µM (highest dose often 28.7 µM), without a hit: top-dose activity change, negative = inhibition, most hits filed as inhibitors; 5.9% of 310,000 active; further: potency means the concentration at half of the fitted maximal effect; on the % scale 0 is the no-effect control and ±100 the full control effect
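Luciferase-expressing P. falciparum in infected erythrocytes (2% hematocrit, 0.1% parasitemia final) in RPMI 1640/0.5% Albumax were exposed to compound for 48 hours at 37 C, 5% CO2; growth read as luminescence.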
* = called active by the depositor; ? = inconclusive; . = not tested or not shown; [ ] = dose if it differs, or a comment. Unless noted, the call rests on the fitted dose curve; in most records, active means well fitted curve in the direction sought with a large enough effect; inconclusive means small, poorly fitted or top-dose-only effect, or another doubt; inactive means no such curve, though single readings can be large; an effect the other way counts as inactive or inconclusive.

SMILES	LmPK inh	Pf growth 96h	Shiga toxin inh	Cycloheximide cs	AMA1 RON2 block	Tb PYK inh	Pf growth 48h
O=S(=O)(c1cccs1)N1CN(CC2CCCO2)c2nc3ccccc3nc21 (configuration not stated)	6%	?	7	16	-2%	-1%	-24%
COc1ccc(-n2c(COc3ccccc3)nnc2SCc2ccc(C#N)cc2)cc1	3%	?	-8	-2	-15%	4%	12µM*
COc1ccc2[nH]c(=O)c(CN(Cc3cccs3)S(=O)(=O)c3c(C)ccc4nsnc34)cc2c1	7%	.	-8	-3	10%	2%	.
Cc1nnc(C)n1/N=C/c1ccccn1	-1%	?	-3	1	10%	6%	-1%
CCOCCn1cnc2sc(C(=O)Nc3nc(C)c(C(=O)OCC)s3)c(C)c2c1=O	1%	?	-11	0	.	.	43%[activator]
Cc1ccc(C)c(/C(O)=C2\C(=O)C(=O)N(Cc3cccnc3)C2c2cccnc2)c1 (configuration not stated)	2%	44%[activator]	5	-5	6%	1%	69%[activator]
O=c1c2ccccc2nc(/C=C/c2ccc(O)cc2)n1-c1cccc(O)c1	1%	?	-3	8	-4%	0%	?
Cc1cc(C)c(S(=O)(=O)NCC(=O)NCc2cc(=O)n(C)c(=O)n2C)c(C)c1	0%	-17%	-2	4	1%	4%	-8%
CC(=O)N(CC1CCCO1)c1nnc(-c2cnccn2)s1 (configuration not stated)	-1%	-8%	-12	-1	-5%	-2%	9%
CCN(C(=O)COC(=O)c1cc(S(=O)(=O)Nc2c(C)n(C)n(-c3ccccc3)c2=O)ccc1Cl)C1CCCCC1	7%	29%	1	1	-7%	-1%	26%
COCCNC(=O)Cn1c(=O)n(Cc2ccc(C(=O)NCc3ccco3)cc2)c(=O)c2ccccc21	12%	67%[activator]	6	3	-13%	-6%	-23%
CCN(CC)c1nc(OC)nc(-n2nnc(C(C)=O)c2C)n1	1%	?	-8	1	3%	-6%	-14%
COc1ccc2c(c1OC)C(=O)OC2Nc1nc(-c2ccc([N+](=O)[O-])cc2)cs1 (configuration not stated)	5%	65%[activator]	56*	16*	0%	-12%	53%[activator]
O=C(Nc1cnn(Cc2ccccc2)c1)NC12CC3CC(CC(C3)C1)C2	-3%	?	17	9	-3%	0%	.
NS(=O)(=O)c1ccc(CCNC(=O)CCCC2=NS(=O)(=O)c3ccccc3N2)cc1	-2%	5.2µM*	-18	-3	9%	0%	0%
CCOc1ccc(-n2nnnc2SCC(=O)Nc2cccc(O)c2)cc1	7%	-14%	-14	7	7%	3%	-9%
COC(=O)c1cc(C(=O)OCC(=O)NC(=O)c2ccccc2)cc([N+](=O)[O-])c1	.	16%	.	.	-7%	5%	?
CN(C)C(CNC(=O)CNC(=O)Cc1cccc2ccccc12)c1ccccc1 (configuration not stated)	4%	28%	-8	-1	5%	-1%	-16%
O=C(c1ccccc1)N1CCN(C(=O)c2ccc(OC(F)(F)F)cc2)CC1	-2%	?	1	-1	15%	3%	.
O=C(CCNC(=O)Cn1ccc2ccccc2c1=O)NCCc1ccc(Cl)cc1	-1%	?	-12	1	7%	-1%	22%
O=C(NNC(=O)C1C2CCCCC21)c1coc(=O)c(Br)c1 (configuration not stated)	0%	9%	57*	51*	72%[activator]	-3%	76%[activator]
CS(=O)(=O)c1nc(-c2ccccc2)cc(-c2ccccc2)c1C#N	3%	1.7µM*	-25	2	0%	1%	?
Cc1cc(NC(=O)c2ccc3c(c2)C(=O)N(CCC(C)C)C3=O)no1	7%	9%	-5	1	7%	-1%	11%
NCCCn1c(C(=O)c2ccc(Cl)cc2)c2ccc([N+](=O)[O-])cc2[n+]1[O-]	.	?	.	.	-9%	0%	?
CC(NCC(O)COCc1cccs1)C1CC2CCC1C2 (configuration not stated)	5%	?	-15	-3	3%	1%	.

A run of entries taken from the entries so far, as a working copy:
SMILES	LmPK inh	Pf growth 96h	Shiga toxin inh	Cycloheximide cs	AMA1 RON2 block	Tb PYK inh	Pf growth 48h
CCN(C(=O)COC(=O)c1cc(S(=O)(=O)Nc2c(C)n(C)n(-c3ccccc3)c2=O)ccc1Cl)C1CCCCC1	7%	29%	1	1	-7%	-1%	26%
COCCNC(=O)Cn1c(=O)n(Cc2ccc(C(=O)NCc3ccco3)cc2)c(=O)c2ccccc21	12%	67%[activator]	6	3	-13%	-6%	-23%
CCN(CC)c1nc(OC)nc(-n2nnc(C(C)=O)c2C)n1	1%	?	-8	1	3%	-6%	-14%
COc1ccc2c(c1OC)C(=O)OC2Nc1nc(-c2ccc([N+](=O)[O-])cc2)cs1 (configuration not stated)	5%	65%[activator]	56*	16*	0%	-12%	53%[activator]
O=C(Nc1cnn(Cc2ccccc2)c1)NC12CC3CC(CC(C3)C1)C2	-3%	?	17	9	-3%	0%	.
NS(=O)(=O)c1ccc(CCNC(=O)CCCC2=NS(=O)(=O)c3ccccc3N2)cc1	-2%	5.2µM*	-18	-3	9%	0%	0%
CCOc1ccc(-n2nnnc2SCC(=O)Nc2cccc(O)c2)cc1	7%	-14%	-14	7	7%	3%	-9%

The listing continues.
SMILES	LmPK inh	Pf growth 96h	Shiga toxin inh	Cycloheximide cs	AMA1 RON2 block	Tb PYK inh	Pf growth 48h
O=C(Nc1ccc(Cl)cc1)C1C2C=CC3(O2)C1C(=O)N(CCN1CCCCC1)C3C(=O)NC1CCCCC1 (configuration not stated)	-5%	?	20	-4	-11%	1%	?
CC(C)c1onc(C(=O)NC(C)c2ccccc2)c1[N+](=O)[O-] (configuration not stated)	1%	49%[activator]	-3	9	-13%	1%	3%
O=C(CSc1nc(-c2ccco2)cc(C(F)(F)F)n1)Nc1ccc(C(=O)N2CCCCC2)cc1	6%	?	-6	-1	6%	-3%	.
CCN(CC)CCNC(=O)c1cc2cc(Br)ccc2s1	-1%	?	-24	8	0%	-2%	55%[activator]
CCOC(=O)C1CCN(C(=O)CCCn2nc(C)c3c(C)n(-c4ccc(C)cc4)nc3c2=O)CC1	6%	?	-6	-2	2%	5%	?
CCOC(=O)C1CCN(c2cc(=O)n(-c3ccc(OC)cc3)c(=O)[nH]2)CC1	-5%	?	10	1	0%	0%	-12%
CN(C)S(=O)(=O)c1cccc(C(=O)N(Cc2ccc(F)cc2)Cc2ccco2)c1	1%	-18%	2	-4	-14%	-4%	?
CC(C)CC(NC(=O)C1CCC(C)CC1)C(=O)NCCN1CCOCC1 (configuration not stated)	-3%	254%[activator]	14	-1	4%	-1%	4%
CCCn1c(C)cc(C(=O)COC(=O)c2ccc[nH]c2=O)c1C	-5%	73%[activator]	45*	29*	-4%[2.32 µM]	-5%	86%[activator]
CCCc1cc(=O)oc2cc(OC(C)C(=O)NC3CC(C)(C)NC(C)(C)C3)ccc12 (configuration not stated)	1%	?	5	-2	-2%	4%	?
CCOC(=O)CNC(=O)CCc1nnc2ccc(N3CCC(C)CC3)nn12	-3%	-13%	-6	1	-3%	-8%	-2%
COc1ccc(C(=O)NCc2nnc(SCC(=O)N3CCOCC3)o2)cc1OC	-7%	?	-4	-2	-7%	3%	7%
COc1ccc(OCc2cc(C(=O)NCCN3CCCc4ccccc43)no2)c(Cl)c1	1%	-29%	15	16*	-22%	-18%	?
Cc1cccc(N2C(=O)C3C4CC(C(Br)C4Br)C3C2=O)n1 (configuration not stated)	2%	39%[activator]	-8	-2	0%	7%	0%
CN(C)/N=C/C=C1\CCC/C(=C/c2cccs2)C1=O	-1%	176%[activator]	82*	61*	-5%	0%	183%[activator]
N/C(=N\OC(=O)/C=C/c1ccc(Br)cc1)c1ccccn1	-20%	25%	68*	81*	23%	-14%	-32%
CC1CC(C)(C)NCc2ccccc21 (configuration not stated)	1%	9.3µM*	-9	-6	5%	3%	0%
O=C1CC(C(=O)N2CCN(Cc3ccccc3)CC2)CN1Cc1ccccc1 (configuration not stated)	.	7%	.	.	0%	0%	?
CCCOCC(O)CC(CC)C(=O)NNC(=S)Nc1ccccc1 (configuration not stated)	-2%	-8%	21	12	33%[activator]	-12%	1%
OCCc1ccc(O)cc1	.	0%	.	.	0%	-2%	1%
CCOC(=O)c1cc(CC)sc1NC(=O)C(c1ccccc1)c1ccccc1	3%	8.3µM*	-7	-2	-16%	1%	?
NC(=O)COC(=O)c1ccc(Oc2ccccc2)cc1	1%	.	34	28*	-2%	0%	0%
CC(=O)N1CC(=O)Nc2ccc(Cl)cc2C1c1ccc(F)cc1 (configuration not stated)	-2%	?	-6	-3	0%	-7%	.

Sorted by molecular weight (smallest number first): part of the list above.
SMILES	LmPK inh	Pf growth 96h	Shiga toxin inh	Cycloheximide cs	AMA1 RON2 block	Tb PYK inh	Pf growth 48h
CC1CC(C)(C)NCc2ccccc21 (configuration not stated)	1%	9.3µM*	-9	-6	5%	3%	0%
CCCOCC(O)CC(CC)C(=O)NNC(=S)Nc1ccccc1 (configuration not stated)	-2%	-8%	21	12	33%[activator]	-12%	1%
CC(C)CC(NC(=O)C1CCC(C)CC1)C(=O)NCCN1CCOCC1 (configuration not stated)	-3%	254%[activator]	14	-1	4%	-1%	4%
